Compound activity as filed in PubChem.
FEN1 inh = qHTS Assay for the Inhibitors of Human Flap endonuclease 1 (FEN1). P39748. Recombinant FEN1 flap cleavage, fluorescence, 15 min. Potency, µM (titrated, usually from 114 µM), for the others: at the top dose activity change, negative = inhibition, usual class: inhibitors. 0.35% of 390,000 active; note: nearly all actives have a fitted effect of over 65% in size
Target sequence (P39748 whole entry, looked up): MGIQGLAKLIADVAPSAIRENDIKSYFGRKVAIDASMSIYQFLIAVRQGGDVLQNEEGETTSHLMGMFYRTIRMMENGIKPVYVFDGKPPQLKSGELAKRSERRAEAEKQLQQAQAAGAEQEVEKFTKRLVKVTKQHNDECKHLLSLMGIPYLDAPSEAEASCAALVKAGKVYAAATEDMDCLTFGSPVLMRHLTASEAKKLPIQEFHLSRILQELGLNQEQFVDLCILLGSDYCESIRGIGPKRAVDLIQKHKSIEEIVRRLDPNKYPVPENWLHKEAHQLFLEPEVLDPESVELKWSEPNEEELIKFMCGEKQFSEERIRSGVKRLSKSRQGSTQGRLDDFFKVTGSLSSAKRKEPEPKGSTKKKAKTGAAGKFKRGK
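Nuclease activity of 10 nM FEN1 was measured after 15 min of room-temperature exposure to titrated compounds, by adding 50 nM flap substrate and reading plates at 0 and 15 min.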
TDP1 inh = qHTS Assay for Inhibitors of Tyrosyl-DNA Phosphodiesterase (TDP1) | Potency, µM (series often up to 130 µM), for inactives: top-dose activity change, negative = inhibition, most hits filed as inhibitors | AID 485290, 2010 | 0.28% of 350,000 active | Tyrosyl-DNA phosphodiesterase 1 (Homo sapiens), Q9NUW8 | recombinant TDP1, AlphaScreen DNA substrate cleavage; note: nearly all actives have a fitted effect of over 40% in size
Target sequence (Q9NUW8 whole entry, looked up): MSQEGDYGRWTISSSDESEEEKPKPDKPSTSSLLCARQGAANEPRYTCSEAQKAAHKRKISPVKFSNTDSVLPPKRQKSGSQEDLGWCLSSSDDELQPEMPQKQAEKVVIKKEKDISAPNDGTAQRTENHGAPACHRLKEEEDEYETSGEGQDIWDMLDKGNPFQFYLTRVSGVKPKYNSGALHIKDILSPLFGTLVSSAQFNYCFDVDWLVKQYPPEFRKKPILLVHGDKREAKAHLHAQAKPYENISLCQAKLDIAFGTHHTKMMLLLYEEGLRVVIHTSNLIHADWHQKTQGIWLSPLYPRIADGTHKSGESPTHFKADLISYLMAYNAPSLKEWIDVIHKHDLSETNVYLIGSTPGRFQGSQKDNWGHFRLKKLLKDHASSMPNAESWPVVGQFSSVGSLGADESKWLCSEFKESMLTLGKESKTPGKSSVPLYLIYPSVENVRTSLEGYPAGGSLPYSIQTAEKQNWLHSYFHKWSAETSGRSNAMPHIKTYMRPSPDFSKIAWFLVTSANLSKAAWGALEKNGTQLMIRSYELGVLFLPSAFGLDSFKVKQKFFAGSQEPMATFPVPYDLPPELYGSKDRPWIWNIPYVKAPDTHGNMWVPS
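Signal: AlphaScreen proximity between streptavidin donor and anti-FITC acceptor beads on intact substrate. Reaction: Tdp1 1 nM, substrate 15 nM final, 5 min RT after 15 min compound preincubation.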
N370S GC = qHTS Assay for Inhibitors and Activators of N370S glucocerebrosidase as a Potential Chaperone Treatment of Gaucher Disease | N370S GC spleen homogenate, 4MU-glucoside fluorescence | 0.092% of 330,000 active | AID 2101, 2009 | Potency, µM (top dose mostly 59.4 µM), inactives show at the highest dose activity change, negative = inhibition, actives largely listed as inhibitors;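 note: 0% = full enzyme activity and -100% = no enzyme basal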
* marks the source's active call; other numbers are inactive results; ? = inconclusive; · = not tested or not shown; [ ] = remark or other dose. Calls come from the whole dose curve; as a rule, active = well fitted curve in the direction sought with a large enough effect; inconclusive = small, poorly fitted or top-dose-only effect, or another doubt; inactive = no such curve, though single readings can be large; an effect the other way counts as inactive or inconclusive. Unless noted, % is set by controls: 0 for no effect and ±100 for the full control effect; potency is the fitted concentration of half-maximal effect. An unsorted share of the library (roughly 0.57% active in at least one column).

A first look (six entries):
FEN1 inh	TDP1 inh	N370S GC	structure
?	5.5%	-15.1%	O=C1c2cccc3cccc(c23)C(=O)N1CC1CCN(CC(O)COCc2ccc3c(c2)OCO3)CC1 (stereo not drawn)
-4.2%	-5.2%	12.3%	O=C(Cn1ncc2c(=O)oc3ccccc3c21)N(Cc1ccco1)C1CCCCC1
-14.8%	7.0%	12.5%	O=C(NC(=S)N(CCc1ccccc1)CCc1ccccc1)c1ccco1
-9.5%	4.8%[0.0935 µM]	?	CCCn1c(-c2cccc(F)c2)nc2c1c(=O)[nH]c(=O)n2Cc1ccccc1
-16.2%	1.4%	-0.8%	CCc1nc2ccccc2nc1N1CCN(S(=O)(=O)c2ccc(Cl)cc2)CC1
3.4%	1.9%	·	CCCC(NCC(=O)Nc1cc(S(=O)(=O)N2CCOCC2)ccc1OC)c1ccccc1 (stereo not drawn)

Results, repeating the preview:
FEN1 inh	TDP1 inh	N370S GC	structure
?	5.5%	-15.1%	O=C1c2cccc3cccc(c23)C(=O)N1CC1CCN(CC(O)COCc2ccc3c(c2)OCO3)CC1 (stereo not drawn)
-4.2%	-5.2%	12.3%	O=C(Cn1ncc2c(=O)oc3ccccc3c21)N(Cc1ccco1)C1CCCCC1
-14.8%	7.0%	12.5%	O=C(NC(=S)N(CCc1ccccc1)CCc1ccccc1)c1ccco1
-9.5%	4.8%[0.0935 µM]	?	CCCn1c(-c2cccc(F)c2)nc2c1c(=O)[nH]c(=O)n2Cc1ccccc1
-16.2%	1.4%	-0.8%	CCc1nc2ccccc2nc1N1CCN(S(=O)(=O)c2ccc(Cl)cc2)CC1
3.4%	1.9%	·	CCCC(NCC(=O)Nc1cc(S(=O)(=O)N2CCOCC2)ccc1OC)c1ccccc1 (stereo not drawn)
3.3%	7.7%	-4.8%	C#CCOCCOCCOCCNc1nc(N2CCN(C(=O)[C@H]([C@@H](C)CC)n3cc([C@@H](N)CO)nn3)CC2)nc(N2CCN(C(=O)[C@H](Cc3ccc(O)cc3)n3cc([C@@H](N)C(C)CC)nn3)CC2)n1 (stereo partly drawn)
7.3%	·	-0.9%	CN(CC1CCCN(CCc2ccc(F)cc2)C1)C(=O)CCC(N)=O (stereo not drawn)
1.4%	0.0%	18.2%	O=C(c1ccccc1F)N(Cc1ccc2c(c1)OCO2)Cc1cc2cc3c(cc2n2nnnc12)OCO3
16.3%	3.8%	·	Cc1cn2c(=O)cc(COC(=O)c3ccc(NC(=O)c4ccc(C(C)(C)C)cc4)cc3)nc2s1
-8.2%	-1.1%	4.0%	O=C(CCNc1cc(Cl)cc(Cl)c1)c1cccs1
16.8%	4.6%	·	O=C(Cn1ccc(NC(=O)OCc2ccccc2)nc1=O)NCCCN1CCCC1=O
-0.7%	2.7%	1.4%	COc1ccc(CNc2ccccc2)cc1Br
·	3.9%	1.9%	CCOc1cccc(C2c3c(oc4ccccc4c3=O)C(=O)N2c2ccccn2)c1 (stereo not drawn)
5.2%	6.5%	·	Cc1cc(C)c(NC(=O)CCS(=O)(=O)c2cc3c(cc2Cl)NC(=O)CO3)c(C)c1
-2.9%	·	0.1%	O=C(N/N=C/c1cc(Br)ccc1OC(=O)c1ccc(Br)cc1)c1ccncc1
12.2%	1.0%	·	O=C(CSc1nnc(C2CC2)n1-c1ccccc1)NC1CCS(=O)(=O)C1 (stereo not drawn)
-25.8%	1.3%[12.3 µM]	·	CCOC(=O)c1c(NC(=O)C(C)Oc2ccc(Cl)c(C)c2)sc2c1CCCC2 (stereo not drawn)
-11.7%	-0.1%	·	Cc1ccc(C(=O)OC(C)C(=O)NC(C)CCc2ccccc2)o1 (stereo not drawn)
7.7%	1.0%	-0.9%	CCN1CCCC1CNC(=O)C1c2ccccc2C(=O)N(CCOC)C1c1ccc(F)cc1 (stereo not drawn)
0.9%	-2.2%	-4.6%	COc1ccc(CN(C)C(=O)COC(=O)c2ccc3c(c2)OCO3)cc1OC
-2.0%	5.1%	14.9%	COc1cc(SC)ccc1C(=O)Nc1ccc(Br)cn1
2.6%	1.9%	-9.0%	CCN(CC)C(=O)CSc1nnc(-c2ccccc2)n1N
5.1%	4.6%	-1.5%	CCN(CC(=O)NCc1ccc(Cl)cc1)C(=O)CSCC(=O)Nc1ccc(OC)cc1
2.0%	0.0%	12.0%	O=C(CSc1nc2c(cnn2-c2ccc(F)cc2)c(=O)[nH]1)N1CCCCCC1

Continued; the last two above are carried over.
FEN1 inh	TDP1 inh	N370S GC	structure
5.1%	4.6%	-1.5%	CCN(CC(=O)NCc1ccc(Cl)cc1)C(=O)CSCC(=O)Nc1ccc(OC)cc1
2.0%	0.0%	12.0%	O=C(CSc1nc2c(cnn2-c2ccc(F)cc2)c(=O)[nH]1)N1CCCCCC1
-2.4%	5.4%	-0.6%	CCn1ccnc1CN(C)Cc1nc(-c2cccc(Cl)c2)no1
-9.1%	·	3.1%	COc1ccc(NC(=O)CCN2CCN(C/C=C/c3ccccc3)CC2)cc1
-3.0%	4.1%	9.6%	O=c1c2ccccc2c(-c2ccccc2)nn1-c1ccccc1
5.7%	-8.7%	·	CCc1cccc(C)c1NS(=O)(=O)c1cc2[nH]c(=O)c(=O)[nH]c2cc1C
-2.1%	·	0.9%	O=c1sc2ccccc2c(N2CCOCC2)c1[N+](=O)[O-]
-16.3%	2.5%	-5.8%	O=C(Nc1ccc(F)cc1F)NC1CCN(S(=O)(=O)c2ccc(F)cc2)CC1
-7.0%	2.1%	-18.3%	CC1Oc2ccccc2N(CC(=O)c2cccc(Cl)c2)C1=O (stereo not drawn)
-1.4%	4.7%	-23.5%	Cc1ccc(NC(=S)N(CCN(C)C)Cc2cc3cc(C)cc(C)c3[nH]c2=O)cc1
15.5%	·	-16.8%	COc1cc(C)ccc1OCCCCNCc1ccccc1
1.6%	5.3%	0.5%	N=C1C(=O)OCC1c1ccccc1NC(=O)c1ccc(F)cc1 (stereo not drawn)
·	0.0%	6.2%	Cc1cc(C)c(S(=O)(=O)N2CCN(CCN3C(=O)c4cccc5cccc(c45)C3=O)CC2)cc1[N+](=O)[O-]
-0.9%	0.0%	14.6%	Cc1cc(OCC(C)C)ccc1/C(O)=C1/C(=O)C(=O)N(Cc2cccnc2)C1c1ccncc1 (stereo not drawn)
19.9%	4.2%	-1.1%	Cc1ccn2cc(CCNC(=O)COc3ccccc3)nc2c1
-0.6%	2.3%	5.8%	CC(SCc1ccccc1)C(=O)NC1CCCC1 (stereo not drawn)
-0.1%	-2.4%	15.3%	COc1ccc(NC(=O)N2CCCC(CCC(=O)N(C)CCc3ccccn3)C2)cc1 (stereo not drawn)
-23.4%	2.9%	-2.4%	COc1cnc(-c2ccccn2)nc1Sc1c(Cl)cccc1Cl
-13.9%	·	0.2%	COCCNC(=O)C(c1ccc(Cl)cc1)N(CCOC)C(=O)CCC(=O)Nc1ccccn1 (stereo not drawn)
-7.8%	6.6%	·	O=C(c1cnc(N2CCOCC2)c2ccccc12)N1CCN(c2ccccc2F)CC1
2.5%	5.9%	20.4%	S=c1[nH]nc(C23CC4CC(CC(C4)C2)C3)n1Cc1ccco1
10.8%	2.0%	-7.8%	COc1cccc(CN(C)C(=O)Cc2c[nH]c3ccccc23)c1
12.6%	2.8%	-6.7%	COc1cccc(C(=O)Nc2nnc(S(=O)(=O)N(C)Cc3ccc(F)cc3)s2)c1
0.1%	-0.5%	-7.1%	COc1ccccc1CNC(=O)COC(=O)Cc1ccsc1
0.9%	·	6.2%	CC(=O)Nc1ccc(NC(=O)C2CC(=O)Nc3nc4ccccc4n32)cc1 (stereo not drawn)
-7.6%	2.0%	-1.2%	Cc1cccc2nc(CNC(=O)C3CCC(=O)N(Cc4ccccc4F)C3)cn12 (stereo not drawn)
-2.9%	·	-9.5%	Cc1c(CC(=O)NCCC(=O)O)c(=O)oc2cc3oc4c(c3cc12)CCCC4

5 entries from above, sorted by their value in N370S GC, rising:
FEN1 inh	TDP1 inh	N370S GC	structure
0.1%	-0.5%	-7.1%	COc1ccccc1CNC(=O)COC(=O)Cc1ccsc1
3.3%	7.7%	-4.8%	C#CCOCCOCCOCCNc1nc(N2CCN(C(=O)[C@H]([C@@H](C)CC)n3cc([C@@H](N)CO)nn3)CC2)nc(N2CCN(C(=O)[C@H](Cc3ccc(O)cc3)n3cc([C@@H](N)C(C)CC)nn3)CC2)n1 (stereo partly drawn)
-23.4%	2.9%	-2.4%	COc1cnc(-c2ccccn2)nc1Sc1c(Cl)cccc1Cl
·	3.9%	1.9%	CCOc1cccc(C2c3c(oc4ccccc4c3=O)C(=O)N2c2ccccn2)c1 (stereo not drawn)
0.9%	·	6.2%	CC(=O)Nc1ccc(NC(=O)C2CC(=O)Nc3nc4ccccc4n32)cc1 (stereo not drawn)

The results go on.
FEN1 inh	TDP1 inh	N370S GC	structure
-11.2%	4.4%	-18.4%	CC(C)=CCC/C(C)=C/CN(CC(C)O)CC(C)O (stereo not drawn)
-21.0%	3.0%	11.2µM*	Cc1ccc(N(CC(=O)Nc2ccc(Br)c(C)c2)S(=O)(=O)c2c(C)[nH]c(=O)[nH]c2=O)cc1
-1.3%	0.6%	9.6%	CC1CCC(NC(=O)COc2ccc(C(=O)c3ccccc3)cc2)CC1 (stereo not drawn)
·	15.1%[56.1 µM]	-5.9%	CCCC(=O)NCCc1c2n(c3ccc(OC)cc13)CCCc1ccccc1-2
7.2%	-2.6%	9.6%	CCOc1ccc(-n2c(C)c(C(C)=O)c3cc(OCC(N)=O)ccc32)cc1
-3.4%	5.5%	·	CCOc1ccc(N(C)C(=O)CS(=O)(=O)c2cccc3nsnc23)cc1
-23.7%	-5.0%	·	COc1ccc(-c2nc(Cn3c(SCc4ccc(F)cc4)nc4cccnc43)c(C)o2)cc1
15.5%	0.0%	1.2%	Cc1[nH]c2ccccc2c1CCCO
-0.4%	·	-16.0%	CCN(c1ccc(F)cc1)S(=O)(=O)c1cccc2nsnc12
0.8%	1.1%	7.2%	CCOC(=O)C1CN(C(C)(C)C)C(=O)C1=O (stereo not drawn)
7.0%	0.0%	-1.3%	Cc1ccc(NC(=S)N(CCN(C)C)C(C)c2ccco2)cc1C (stereo not drawn)
-4.6%	·	-4.5%	CC(=O)N1CCN(C(=O)c2ccc(-c3cccc(C(F)(F)F)c3)o2)CC1
22.8%	-1.8%	·	CCCCNC(=O)c1cc(-c2ccc(Cl)c(Cl)c2)on1
2.0%	-15.0%	-3.2%	Cc1ccc(C2C(C(=O)c3ccco3)=C(O)C(=O)N2c2nnc(C)s2)cc1 (stereo not drawn)
?	·	-2.7%	CCOc1cc(Br)cc(C(c2c(C(=O)O)[nH]c3ccccc23)c2c(C(=O)O)[nH]c3ccccc23)c1O
-12.3%	0.0%	8.1%	Cc1cc(NC(=O)c2ccco2)ccc1-n1cnnn1
-1.4%	-2.3%	-11.5%	CC1=CC(=NOC(=O)c2cccc([N+](=O)[O-])c2)C=C(C)C1=O
?	1.1%	-6.8%	COc1ccccc1C(=O)NCC(=O)N/N=C/c1cc(Br)ccc1OC(=O)/C=C\c1ccco1
17.5%	5.3%	·	COc1ccc(OC)c(CNC(=O)c2ccc3c(c2)c(C)c(C)n3Cc2ccc(Cl)cc2)c1
2.3%	7.2%	8.8%	Cc1ccc(N2CCN(/N=C/c3cccs3)CC2)cc1
5.4%	6.5%	·	O=S(=O)(Nc1ccc(-c2ccc(N3CCCC3)nn2)cc1)c1ccc(Br)cc1
-0.8%	6.6%	10.5%	COc1ccc(S(=O)(=O)N2Cc3ccccc3CC2C(=O)Nc2ccc3c(c2)OCO3)cc1 (stereo not drawn)
3.3%	·	-1.7%	CCSc1nnc([C@@H](NC(=O)OC(C)(C)C)C(C)C)o1
-0.3%	·	-14.3%	O=C(Cc1cccc(F)c1)N1CCCC(CO)(Cc2ccc(F)cc2F)C1 (stereo not drawn)
0.0%	4.6%	·	Cc1ccc(NC(=O)[C@H](Cc2ccccc2)N2Cc3ccccc3C2=O)cc1
-0.9%	-2.3%	·	COc1ccc(S(=O)(=O)N2CCC(c3nc4ccccc4s3)CC2)cc1OC
